HDAC3 inhib = blocks human histone deacetylase 3; recombinant HDAC3, fluorogenic peptide/trypsin coupled, fluorescence; inhibition, % at 8.3 µM; 320,000 compounds, 0.15% hits; in the data active = inhibition above about 26%, passing the limit was not always enough; inconclusive = no clear call, values can overlap the other calls
TRPC6 activator = mouse TRPC6 channel activation | Q61143 | HEK293-TRPC6 membrane potential dye fluorescence; stronger effect = higher value | B-score at 10 µM | 310,000 compounds, 0.13% hits | AID 2550;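 active = B-score of the integrated fluorescence ratio above library mean plus 3 SD, and starting fluorescence ratio within library mean plus 5 SD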;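 note: higher score means more depolarization so channel activation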
Target sequence (Q61143 whole entry, looked up): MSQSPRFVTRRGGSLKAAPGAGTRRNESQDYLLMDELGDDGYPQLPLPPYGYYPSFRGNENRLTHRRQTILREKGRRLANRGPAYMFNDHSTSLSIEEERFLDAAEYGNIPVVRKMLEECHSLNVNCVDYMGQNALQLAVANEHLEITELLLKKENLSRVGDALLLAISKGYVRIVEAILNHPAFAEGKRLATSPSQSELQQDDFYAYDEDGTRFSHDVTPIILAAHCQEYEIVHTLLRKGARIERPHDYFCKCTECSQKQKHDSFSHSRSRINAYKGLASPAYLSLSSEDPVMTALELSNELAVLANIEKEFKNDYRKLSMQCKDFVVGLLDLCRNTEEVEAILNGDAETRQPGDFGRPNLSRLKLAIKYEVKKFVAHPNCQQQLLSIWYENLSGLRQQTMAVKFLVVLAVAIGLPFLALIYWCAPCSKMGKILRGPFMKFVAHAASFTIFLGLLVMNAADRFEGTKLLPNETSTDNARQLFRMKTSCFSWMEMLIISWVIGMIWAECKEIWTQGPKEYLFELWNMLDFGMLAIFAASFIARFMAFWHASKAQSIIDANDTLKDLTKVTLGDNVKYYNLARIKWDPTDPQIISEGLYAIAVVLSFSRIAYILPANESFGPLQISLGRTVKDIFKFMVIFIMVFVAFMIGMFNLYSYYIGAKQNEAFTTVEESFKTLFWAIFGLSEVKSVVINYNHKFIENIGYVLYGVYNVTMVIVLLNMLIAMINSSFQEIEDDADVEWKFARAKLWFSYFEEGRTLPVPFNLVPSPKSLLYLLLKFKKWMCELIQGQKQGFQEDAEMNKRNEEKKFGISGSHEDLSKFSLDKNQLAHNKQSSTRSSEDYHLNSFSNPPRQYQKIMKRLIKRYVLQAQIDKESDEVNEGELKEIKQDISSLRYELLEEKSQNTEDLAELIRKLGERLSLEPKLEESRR
RGS4 block = inhibitors of human RGS4; B-score at 10 µM; 310,000 compounds, 0.45% hits; P49798; AID 463165; HEK293 M3R/RGS4 inducible, Fluo-4 calcium flux; stronger effect = higher value; triggered by carbachol at its EC20;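 active = B-score, a plate-corrected calcium signal, over three deviations above library mean, with baseline fluorescence within five deviations of library mean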;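 note: RGS4 expression induced by doxycycline in cells with stable M3 receptor; B-score is computed from the integrated fluorescence ratio over baseline after carbachol; higher B-score means a larger calcium signal and so more RGS4 inhibition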
RGS4 pot = RGS4 potentiation or activation; HEK293 M3R/inducible RGS4, carbachol calcium flux Fluo4; stronger effect = lower value; B-score at 10 µM; 310,000 compounds, 0.92% hits; AID 463111;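 active = B-score of the integrated calcium signal more than 4 SD below the library mean, with starting fluorescence not abnormally high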;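 note: negative B-score means reduced calcium response which marks RGS4 activation or potentiation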
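Test system: HEK293 cells with stable M3R and inducible RGS4; also added: carbachol at ECmax as muscarinic agonist stimulus; schedule: dye loading 30 min 37 °C, buffer rest 30 min RT; technique: kinetic calcium fluorescence imaging with Fluo4-AM dye, 2 µM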
MrgX1 antag = blocks BAM8-22 activation of human MrgX1 receptor. MRGX1-HEK293 calcium flux, Fluo-4, BAM8-22 antagonism; stronger effect = lower value. Q96LB2. 310,000 compounds, 1.3% hits. B-score at 10 µM. AID 588676;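 active = calcium-response B-score plate-corrected more than 3 library SD below zero, starting fluorescence within 5 deviations, no agonist response on first addition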;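 note: peak minus trough fluorescence over baseline after final BAM8-22 challenge near maximal dose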
ANO1 block = inhibitors of mouse TMEM16A calcium-activated chloride channel | Q8BHY3 | HEK293 TMEM16A/YFP iodide influx fluorescence, ionomycin | normalized B-score (activity score, 25-100; higher = stronger inhibition) at 10 µM | 310,000 compounds, 1.2% hits;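 active = ratio plate-corrected score three or more library SD toward inhibition, starting fluorescence score within five deviations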;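 note: score derived from kinetic fluorescence span divided by baseline fluorescence per well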
TRPC6 inhibitor = inhibitors of mouse TRPC6 channel. Q61143. HEK293-TRPC6, membrane potential dye, ACh-evoked depolarization; stronger effect = lower value. B-score at 10 µM. 310,000 compounds, 1.1% hits. AID 2553;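 active = B-score under library mean minus 3 SD, initial fluorescence not abnormally high, positive integrated signal ratio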;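 note: B-score derived from integrated fluorescence ratio over the kinetic read; more negative B-score means stronger inhibition of depolarization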
MrgX1 ag = human MrgX1 receptor agonism, primary screen; MrgX1-HEK293 cells, Fluo-4 calcium fluorescence, agonist mode; stronger effect = higher value; B-score at 10 µM; 310,000 compounds, 0.44% hits;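 active = calcium response B-score plate-corrected fluorescence ratio at least 3 library SD, with starting fluorescence B-score inside 5 SD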
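Material: MrgX1-expressing HEK293 cells / Dosing: compound as first of three additions / Incubation: overnight seeding, then 1 h dark dye loading / Signal: Fluo-4 NW calcium fluorescence / Evaluation: B-scored fluorescence response ratio / Benchmarks: positive and negative control wells on each plate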
TMEM16A act = activators or potentiators of mouse TMEM16A chloride channel; Q8BHY3; B-score at 10 µM; HEK293 TMEM16A/YFP-H148Q/I152L, iodide quench fluorescence; stronger effect = lower value; 340,000 compounds, 0.3% hits;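 active = fluorescence-ratio B-score plate-corrected deviation score at least 3 library SD below zero, with starting fluorescence score within 5 deviations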;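 note: channel opened by trigger with iodide after compound preincubation; score built on the fluorescence ratio of max minus min over baseline; more negative score means more quench and so TMEM16A activation or potentiation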
MrgX1 PAM = human MrgX1 positive allosteric modulation, primary screen; AID 588675; 310,000 compounds, 0.63% hits; B-score at 10 µM; Q96LB2; MrgX1-HEK293, Fluo-4 calcium flux, FDSS; stronger effect = higher value;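 active = plate-corrected calcium response at least 3 library SD above typical, normal starting fluorescence, not activating the receptor alone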;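 note: compound read alongside a low EC10 to EC30 dose of BAM8-22 agonist; peak minus trough fluorescence over baseline measured at the second addition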
SKKanGAS inh = blocks kanamycin growth of S. pyogenes SKKanGAS strain. BacTiter-Glo, 6 h. inhibition, % at 7.5 µM. 300,000 compounds, 1.3% hits. AID 1662;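 active = mean replicate score, as percent of positive control median, at least 50; inconclusive = mean below 50 but one replicate at or above 50; inactive = mean and every replicate below 50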;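 note: strain carries kanamycin resistance gene driven by streptokinase promoter and grows in 40 µg/ml kanamycin; loss of luminescence reflects streptokinase promoter inhibition or plain growth inhibition; 0% = median of DMSO wells and 100% = positive control at its reference dose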
* hit, by the source's call; i = inactive; ? = inconclusive; nt = no result given.

SMILES	HDAC3 inhib	TRPC6 activator	RGS4 block	RGS4 pot	MrgX1 antag	ANO1 block	TRPC6 inhibitor	MrgX1 ag	TMEM16A act	MrgX1 PAM	SKKanGAS inh
C=CCN(c1ccc(C(=O)NCCc2ccccc2)cc1)S(C)(=O)=O	nt	i	i	i	i	i	i	i	i	i	1
CCn1c(CC(=O)Nc2ccc(F)cc2)nnc1SCC(=O)Nc1nnc(C)s1	0	i	i	i	i	i	i	i	i	i	-10
COc1cc(C(=O)n2nc(C)cc2C)cc(OC)c1OC	6	i	i	i	i	i	i	i	i	i	-18
O=C(c1ccc(F)cc1)N1CCC(n2nnc3ccccc32)CC1	-3	i	i	i	i	i	i	i	i	i	-22
Cc1ccc(S(=O)(=O)N2C(=O)CCC2C(=O)O/N=C(\N)c2cccc([N+](=O)[O-])c2)cc1 (stereo unspecified)	4	i	i	i	i	i	i	i	i	i	2
C/C(CC(=O)N(C(C)C)C(C)C)=N\NC(=O)c1ccccc1Br	0	i	i	i	i	i	i	i	i	i	2
COc1ccc(S(=O)(=O)Nc2ccc3c(c2)CCC3)cc1	3	i	i	i	i	i	i	i	i	i	-6
CC(C(=O)NC(C)(C)C)N1C(=O)c2cccc3cccc(c23)C1=O (stereo unspecified)	?	i	i	i	i	i	i	i	i	i	1
CCOC(=O)c1c(S(=O)(=O)NCC(=O)N2CCN(c3ccc(F)cc3)CC2)c(C)n(C)c1C	2	i	i	i	i	i	i	i	i	i	2
CCN(CC(=O)NCc1ccccn1)S(=O)(=O)c1cc(Cl)ccc1Cl	nt	i	i	i	i	i	i	i	i	i	1
CCOC(=O)C(Cc1ccccc1)NC(=O)CCc1nnc2ccc(N3CCCCC3)nn12 (stereo unspecified)	-16	i	i	i	i	i	i	i	i	i	-10
Cn1c(=O)[nH]c(=O)c2c1nc(N1CCCCC1)n2CC(O)COc1ccccc1 (stereo unspecified)	8	i	i	i	i	i	i	i	i	i	-2
CC(=O)Oc1ccc(/C=N/NC2=NS(=O)(=O)c3ccccc32)cc1	6	i	i	i	i	i	i	i	i	i	5
Cc1ccc(C(=O)N/N=C\c2sccc2C)cn1	8	i	i	i	-7.8*	i	i	i	i	i	-20
CCCNC(=O)CN1C(=O)NC(CC)(c2ccc(F)cc2)C1=O (stereo unspecified)	1	i	i	i	i	i	i	i	i	i	-4
Cn1c(=O)cc(SCC(=O)NCCCN2CCN(c3ccc(F)cc3)CC2)c2ccccc21	2	i	i	i	i	i	i	i	i	i	0
CCCCn1c(N)c(N(CCOC)C(=O)c2ccc(NC3CC3)c([N+](=O)[O-])c2)c(=O)[nH]c1=O	-4	i	i	i	i	i	i	i	i	i	18
COc1ccccc1N1CCN(C(=O)c2ccco2)CC1	-8	i	i	i	i	i	i	i	i	i	-6
COc1ccc(N2CCN(C(=O)/C=C/c3ccco3)CC2)cc1	?	i	i	i	i	i	i	i	i	i	-12
COC(=O)CCC(=O)NNC(=O)Cc1ccccc1	-2	i	i	i	i	i	i	i	i	i	0
O=C(O)C1C2C=CC3(CN(C4CCCC4)C(=O)C13)O2 (stereo unspecified)	-3	i	i	i	i	i	i	i	i	i	5
COc1ccccc1/C=C/CN1CCC(CO)(Cc2ccccc2)CC1	7	i	i	i	i	i	i	i	i	i	1
Cc1ccc(CN(C(=O)C(F)(F)F)C(C(=O)NC2CCCCC2)c2ccco2)cc1 (stereo unspecified)	14	i	i	i	i	i	i	i	i	i	1
CCOc1ccc(NC(=O)C(C)Sc2nccn2C)cc1 (stereo unspecified)	0	i	i	i	i	i	i	i	i	i	-4
Cc1cc(=O)oc2cc(OCC(=O)Nc3ccc4[nH]c(=O)[nH]c4c3)ccc12	1	i	i	i	i	i	i	i	i	i	-8
Cc1c(Cl)cccc1NC(=O)CC(Cc1ccccc1)C(=O)O (stereo unspecified)	-9	i	i	i	i	i	i	i	i	i	1
COc1cc(Cl)ccc1OCc1cc(C(=O)N(C)CC2CCCCO2)no1 (stereo unspecified)	2	i	i	i	i	i	i	i	i	i	-2
S=c1[nH]nc(COc2ccccc2)n1C1CCCCC1	5	i	i	i	i	i	i	i	i	i	-4
Cn1c2ccccc2n2c(=O)c(Cl)c(-c3ccccc3)c(C#N)c12	-12	i	i	i	i	i	i	i	i	i	-3
Cc1cc(NC(=O)CN2C(=O)CC(c3ccco3)Sc3ccccc32)no1 (stereo unspecified)	41*	i	i	i	i	i	i	i	i	i	-1
CC(C)c1cc(C(C)C)c(S(=O)(=O)N2c3ccccc3[C@@]3(Br)C[C@H]4C(=O)N[C@@H](Cc5ccccc5)C(=O)N4[C@@H]23)c(C(C)C)c1	12	i	i	i	i	i	i	i	nt	i	22
CCNc1nc(=S)nc(NCc2ccccc2)[nH]1	4	i	i	i	i	i	i	i	nt	i	1
Cc1onc(-c2ccccc2)c1C(=O)N1CCCN2C(=O)c3ccccc3C21 (stereo unspecified)	5	i	i	i	i	i	i	i	i	i	-9
Cc1ccccc1CNS(=O)(=O)c1c(C(=O)N2CCCCC2)c(C)n(C)c1C	-3	i	i	i	i	i	i	i	i	i	-3
CCN(C(=O)c1ccco1)C1C2CC3CC(C2)CC1C3 (stereo unspecified)	nt	i	i	i	i	i	i	i	i	i	0
COc1ccc(N2C(=O)/C(=C/c3ccc([N+](=O)[O-])cc3)C=C2c2ccccc2)cc1	10	i	i	i	i	i	i	i	i	i	-13
CCC(=O)c1c(NC)cc(C)oc1=O	4	i	i	i	i	i	i	i	i	i	-5
N#Cc1cnc(N)c(Br)c1	2	i	i	i	i	i	i	i	i	i	3
CCOc1ccc(-n2c(=O)[nH]cc(C(=O)N3CCc4ccccc43)c2=O)cc1	0	i	i	i	i	i	i	i	i	i	-6
N#CCCN/N=C(/Cc1nc2ccccc2[nH]1)c1ccc(Cl)cc1	2	i	i	i	i	i	i	i	nt	i	24
O=S(=O)(NC(=S)NC1CCCCC1)c1ccc(Cl)cc1	-6	i	i	i	i	i	i	i	i	17*	-8
CCOC(=O)C1(C/C(C)=N/NC(N)=O)CC(C)(C)OC1=O (stereo unspecified)	3	i	i	i	i	i	i	i	i	i	-8
CCN1CCN(S(=O)(=O)c2ccc(Cl)c(C(=O)N(C)Cc3cccc(OC)c3)c2)CC1	-5	i	i	i	i	i	i	i	i	i	1
CCOc1ccc(CC(=O)Nc2cc(=O)n(C)c(=O)n2C)cc1	-5	i	i	i	i	i	i	i	i	i	16
CC1(CC(=O)N/N=C/c2cc([N+](=O)[O-])c(O)cc2O)OCCO1	11	i	i	i	i	i	i	i	i	i	4
COc1cc(NC(=O)CSc2ncnc3scc(-c4ccccc4)c23)c(C(=O)O)cc1OC	0	i	i	i	i	i	i	i	i	i	28
COc1ccc(C(=O)NCc2nnc(SCC(=O)N3CCC(C)CC3)o2)cc1	-2	i	i	i	i	i	i	i	i	i	3
CCOC(=O)c1ccc(NC(=O)C2=C(C)Nc3nc(CCCO)nn3C2c2ccc(OC)cc2)cc1 (stereo unspecified)	-3	i	i	i	i	i	i	i	i	i	3
O=C(NC1CC(=O)N(c2ccc(Cl)cc2)C1)N1CCN(C(=O)c2ccco2)CC1 (stereo unspecified)	-11	i	i	i	i	i	i	i	i	i	-5
C/C=C/C(=O)N1CC2(CC(c3cccc(NC(=O)CC(c4ccccc4)c4ccccc4)c3)=NO2)C[C@H]1C(N)=O (stereo partly specified)	5	i	i	i	i	i	i	i	i	i	2
CCOC(=O)c1c(-c2ccc(C)o2)csc1NC(=O)CN1CCOCC1	1	i	i	i	i	i	i	i	i	i	-6
COc1ccc(S(=O)(=O)Nc2c(C(=O)O)[nH]c3ccccc23)c(OC)c1	-1	i	i	i	i	i	i	i	i	i	-8
CCCc1c(O)nc(SCC(=O)O)[nH]c1=O	1	i	i	i	i	i	i	i	i	i	-6
CC1CCCCN1S(=O)(=O)c1ccc(C(=O)N(CCCN(C)C)c2nc3cc4c(cc3s2)OCO4)cc1 (stereo unspecified)	18	i	i	i	i	i	i	i	i	i	-3
O=C(NNC(=S)Nc1ccccc1)NNC(=S)Nc1ccccc1	-6	i	i	i	i	i	i	i	i	i	1
COc1ccc2nc(NC(=O)C3CCN(C(=O)c4ccco4)CC3)sc2c1	2	i	i	i	i	i	i	i	i	i	1
CCOc1ccc(Nc2nc(NCC3CCCO3)c3ccccc3n2)cc1 (stereo unspecified)	2	i	i	-7.2*	-5.9*	i	-9.6*	i	i	i	-7
Cn1cnc2cc(NC(=O)c3ccc(Cl)cc3)ccc21	10	i	i	i	i	i	-5.3*	i	i	i	-5
COCCN1Cc2cc3cc(C)ccc3nc2SC1=Nc1cccc(OC)c1	8	i	i	i	i	i	i	i	i	i	18
CCOCCCNC(=O)c1ccc2c(c1)ncn2-c1cccc(C)c1	-2	i	i	i	i	i	i	i	i	i	2
(continued)
SMILES	HDAC3 inhib	TRPC6 activator	RGS4 block	RGS4 pot	MrgX1 antag	ANO1 block	TRPC6 inhibitor	MrgX1 ag	TMEM16A act	MrgX1 PAM	SKKanGAS inh
O=C(CSc1nnc(NC(=O)c2ccco2)s1)NC1CCCC1	7	i	i	i	i	i	i	i	i	i	3
CN(C)C(=O)c1nc2ccc(Cl)cn2c1CNCc1ccccc1OC(F)(F)F	-1	i	i	i	i	i	i	i	i	i	4
O=C(NCc1ccc2c(c1)OCO2)C1CCN(S(=O)(=O)N2CCOCC2)CC1	8	i	i	i	i	i	i	i	i	i	7
CC(C)NC(=O)c1ccccc1NC(=O)C1COc2ccccc2O1 (stereo unspecified)	-5	i	i	i	i	i	i	i	nt	i	6
CC(/C=N/NC(=O)Cc1cccs1)=C\c1ccccc1	-1	i	i	i	i	i	i	i	i	i	-2
CCCC(c1nnnn1C1CCCC1)N1CCN(c2ccccc2F)CC1 (stereo unspecified)	0	nt	nt	nt	i	i	nt	i	i	i	nt
CC(C)NC(=O)Cc1ccc(Br)cc1	-1	i	i	i	i	i	i	i	i	i	-14
